Assay outcomes as filed in PubChem.
RGS4-Gao reg = human RGS4-Galphao interaction regulation. P09471. Multiplexed bead flow cytometry, RGS4-Galphao binding; actives lie on both sides. binding response (% of control), % at 10 µM. 0.33% of 220,000 active. AID 1415; in the data active = binding response below about 49% or above about 150%; inactive = in between;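 note: fluorescent Galphao activated with aluminum fluoride binding bead-coupled RGS4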
GSH fluor = GSH bead compound fluorescence profile; 0.25% of 190,000 active; AID 1776; fluorescence (KMESF) at 10 µM; GSH beads flow cytometry, compound fluorescence 488/530 nm; hits give high values; in the data active = fluorescence above about 89;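 note: glutathione beads carrying GST-tagged Bcl family fusion proteins plus one bare bead set; values are compound well signal with DMSO vehicle wells as background; inactives centre near 16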
Bim-Bcl-2 = disrupts Bim peptide binding to human Bcl-2; inhibition, % at 10 µM; Bead-based flow cytometry, Bim peptide-Bcl-2 binding; 0.06% of 190,000 active; P10415; in the data active = inhibition above about 40%; inconclusive = no clear call, values can overlap the other calls;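 note: 0% = no compound wells with probe peptide and 100% = reference peptide inhibitor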
ABCG2 block = human ABCG2 inhibition, ABCB1 as counter-screen | Q9UNQ0 | IgMXP3 cells, JC-1 efflux, flow cytometry | inhibition, % at 6.6 µM | 0.1% of 190,000 active | AID 1325;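 active = inhibition above 80%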;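 note: 0% = DMSO and 100% = nicardipine control wells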
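material = IgMXP3 (ABCG2) plus far-red-tagged CCRF-Adr (ABCB1) cells | amount = 3 million cells/mL, equal mix of both lines | also added = JC-1 transporter substrate | dosing = one concentration, 6.6 µM final | schedule = 10 min at 25 °C | measured by = flow cytometric JC-1 green MFI at 530 nm | read-out basis = percent efflux inhibition, scaled nicardipine 100% to DMSO 0%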
Avidin bead fluor = compound fluoresces at 488/530 nm on avidin beads; AID 1775; fluorescence (KMESF) at 10 µM; 0.38% of 220,000 active; compound fluorescence 488/530 nm, flow cytometry; hits give high values; in the data active = fluorescence above about 47; note: inactives centre near 10
Bcl-XL Bim block = human Bim-Bcl-XL interaction inhibition; Q07817; Bim peptide-Bcl-XL binding, bead flow cytometry, fluorescence; inhibition, % at 10 µM; 0.04% of 190,000 active
RGS7-Gao reg = modulates binding of RGS7 to human Galphao. P09471. Multiplexed bead flow cytometry; actives lie on both sides. binding response (% of control), % at 10 µM. AID 1439. 0.35% of 220,000 active; in the data active = binding response below about 49% or above about 150%; inconclusive = no clear call, values can overlap the other calls; inactive = in between;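 note: fluorescent Galphao held in activated GDP-AlF4 state binding bead-coupled RGS7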
Bfl-1 Bim block = human Bim-Bfl-1 interaction inhibition. Q16548. Bead-based flow cytometry, Bim-Bfl-1 binding inhibition. inhibition, % at 10 µM. 0.12% of 190,000 active. AID 1008;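 note: 0% = wells without compound plus tracer and 100% = blocker peptide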
Bim-Bcl-W = inhibitors of Bim-Bcl-W interaction, human | Q92843 | bead-based flow cytometry, Bim peptide-Bcl-W binding | 0.02% of 190,000 active | inhibition, % at 10 µM | AID 952;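 note: 0% = bound tracer without compound and 100% = peptide blocker; higher means less fluorescent Bim peptide bound to Bcl-W beads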
ABCB1 inh = human ABCB1 inhibition, ABCG2 as counter-screen | CCRF-Adr cells, JC-1 efflux, flow cytometry | P08183 | 0.067% of 190,000 active | inhibition, % at 6.6 µM; in the data active = inhibition above about 40%;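 note: 0% = vehicle and 100% = reference inhibitor; higher value means more JC-1 retained so stronger ABCB1 efflux block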
Target sequence (P08183 whole entry, looked up): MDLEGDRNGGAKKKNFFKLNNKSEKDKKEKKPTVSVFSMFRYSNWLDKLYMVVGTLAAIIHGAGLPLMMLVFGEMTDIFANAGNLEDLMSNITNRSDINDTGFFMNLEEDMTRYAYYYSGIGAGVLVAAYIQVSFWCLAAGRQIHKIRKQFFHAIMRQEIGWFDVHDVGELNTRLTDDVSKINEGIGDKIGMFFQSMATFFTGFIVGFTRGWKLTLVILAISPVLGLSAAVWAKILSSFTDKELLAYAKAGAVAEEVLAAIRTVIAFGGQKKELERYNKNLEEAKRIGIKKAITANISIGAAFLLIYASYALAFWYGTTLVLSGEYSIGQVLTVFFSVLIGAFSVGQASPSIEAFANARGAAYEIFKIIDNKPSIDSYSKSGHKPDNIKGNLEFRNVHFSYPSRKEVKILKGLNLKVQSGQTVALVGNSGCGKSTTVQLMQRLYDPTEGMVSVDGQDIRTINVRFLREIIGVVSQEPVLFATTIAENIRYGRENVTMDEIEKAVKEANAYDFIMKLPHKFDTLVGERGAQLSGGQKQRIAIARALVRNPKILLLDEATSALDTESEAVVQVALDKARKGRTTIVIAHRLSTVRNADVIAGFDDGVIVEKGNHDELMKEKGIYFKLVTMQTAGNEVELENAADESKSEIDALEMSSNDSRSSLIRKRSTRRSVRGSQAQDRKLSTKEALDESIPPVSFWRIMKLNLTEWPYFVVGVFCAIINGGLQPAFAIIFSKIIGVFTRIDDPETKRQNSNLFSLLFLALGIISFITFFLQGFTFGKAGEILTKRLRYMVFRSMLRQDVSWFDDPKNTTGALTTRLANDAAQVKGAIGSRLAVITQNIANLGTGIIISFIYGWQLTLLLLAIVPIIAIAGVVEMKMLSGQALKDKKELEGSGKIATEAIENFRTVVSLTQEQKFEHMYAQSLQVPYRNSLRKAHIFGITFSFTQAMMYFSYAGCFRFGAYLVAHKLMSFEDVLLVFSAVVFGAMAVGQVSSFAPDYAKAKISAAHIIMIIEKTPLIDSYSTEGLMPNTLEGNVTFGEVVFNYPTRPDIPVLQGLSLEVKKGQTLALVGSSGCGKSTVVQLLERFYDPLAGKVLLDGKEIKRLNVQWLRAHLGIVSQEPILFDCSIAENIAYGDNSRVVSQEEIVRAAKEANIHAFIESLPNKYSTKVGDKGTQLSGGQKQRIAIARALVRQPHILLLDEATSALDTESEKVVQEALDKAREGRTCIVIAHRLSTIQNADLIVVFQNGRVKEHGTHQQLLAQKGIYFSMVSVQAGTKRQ
Bcl-B Bim block = inhibitors of Bim-Bcl-B interaction, human; Q9HD36; bead-based flow cytometry, Bim peptide-Bcl-B binding; inhibition, % at 10 µM; 0.073% of 190,000 active; AID 951;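 note: 0% = tracer peptide without compound and 100% = reference inhibitor peptide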
* = called active by the depositor; u = inconclusive; x = no result given; & = joins results of further samples; ! = repeats disagree. Cut-off read from the data, not from the text of the source, unless noted: active = inhibition above about 40%. A portion of the library; rates above refer to the full screens.

SMILES	RGS4-Gao reg	GSH fluor	Bim-Bcl-2	ABCG2 block	Avidin bead fluor	Bcl-XL Bim block	RGS7-Gao reg	Bfl-1 Bim block	Bim-Bcl-W	ABCB1 inh	Bcl-B Bim block
COCCNC(=O)c1c(N)n(CCC(C)C)c2nc3ccccc3nc12	102	9	-2	5	22	1	104	-3	2	0.7	-2
Cc1nc2ccccc2c(=O)n1-c1ccc(Br)cc1[N+](=O)[O-]	104	11	0	4	12	0	104	-5	-1	1.1	0
CC(C)(C)NC(=O)Cn1cc(C(=O)c2ccccc2F)c2ccccc21	99	16	-2	4	4	0	96	-15	1	1.5	-3
COc1ccc(C(CC(=O)N2CCC3(CC2)OCCO3)NS(=O)(=O)c2ccc(OC)cc2)cc1 (stereo unspecified)	96	47	-4	0	5	-3	96	-7	4	0.2	-4
Cc1ccc(CNCCc2ccccc2F)cc1	99	4	0	0	13	-4	102	-1	-3	0.5	-4
COc1ccc(-n2c(/C=C3/C(=O)Nc4ccccc43)nc3ccccc3c2=O)cc1	103	25	-2	9	9	0	102	-4	-1	0.7	-2
C=CCN1C(=O)C2(C(C(=O)OCC)=C(N)Oc3ccccc32)C2=C1CCCC2=O (stereo unspecified)	99	30	-11	6	4	-3	102	-10	0	0.8	-7
Cc1ccc(-n2c(-c3cccs3)nc3ccccc3c2=O)cc1	102	31	-11	21	14	-7	102	-18	-2	1.4	-12
Cn1c(O)c(C=NC2CC(C)(C)NC(C)(C)C2)c(=O)n(C)c1=O	97	30	-10	1	13	-13	99	-23	-5	-0.2	-12
C=C1N2CCC(CC2)C1(O)c1ccc(C)cc1 (stereo unspecified)	102	6	-3	1	4	-2	100	0	-3	0.2	0
O=C1NC(=O)C(CCc2ccncc2)(CCc2ccncc2)C(=O)N1CCc1ccc(F)cc1	102	9	-5	0	24	-4	107	-5	-2	-0.1	-3
COc1cc(/C=C/[N+](=O)[O-])ccc1O	98	14	3	5	9	-4	98	5	-2	1.3	-16
Cc1ccc(C)c(Cn2c(C(=O)O)c(C=O)c3ccccc32)c1	100	13	0	-5	10	-1	102	-3	3	-0.4	0
CN(C)C(=O)Oc1ccc(Br)c2ccccc12	103	11	-4	5	10	-4	103	-5	-5	-0.6	-6
CC(=O)N1N=C(c2cccnc2)CC1c1ccccc1O (stereo unspecified)	102	11	-6	0	3	-5	98	-7	-5	-0.1	-4
CCn1c(=O)cc(OCC(=O)N2CCC3(CC2)OCCO3)c2ccccc21	98	15	-4	2	30	-6	93	-3	-2	0.7	-2
C=CCn1c(O)c(C(CC)=Nc2ccc(N(CC)CC)cc2)c(=O)[nH]c1=O	94	25	-10	7	8	-3	91	-9	0	1.1	-10
CC(=NCc1cccnc1)c1c(O)n(C2CCCCC2)c(=O)[nH]c1=O	89	29	-8	1	4	-12	86	-12	-3	-1.7	-8
O=C(OCC(=O)c1ccc([N+](=O)[O-])cc1)/C(=C/c1ccc(Cl)cc1)NC(=O)c1ccccc1	100	13	-3	3	13	0	102	-12	1	0.6	0
Cc1cccc(N2C(=O)NC(=O)/C(=C\c3cnn(-c4ccccc4)c3)C2=O)c1	97	13	-2	-1	32	1	97	-1	0	-0.3	0
C1CNC2NCCNC2N1 (stereo unspecified)	99	18	5	0	4	4	98	4	6	-0.1	3
Cc1[nH]c2ccccc2c1CCN	105	20	0	1	7	-5	103	-3	-5	0.2	-6
N#CC1=C(N)Oc2c(c(=O)oc3ccccc23)C1c1cccnc1 (stereo unspecified)	102	9	-4	4	13	-3	113	-2	-2	1.0	0
O=C(N/N=C1/CN2CCC1CC2)c1cc2ccccc2cc1O	96	25	-1	-2	12	0	102	3	2	-0.3	-3
CC(=NCc1cccnc1)c1c(O)n(-c2ccccc2)c(=O)[nH]c1=O	102	18	0	1	37	0	99	-1	0	0.3	1
CCOC(=O)c1c(-n2c(C)cc(C=C3C(=O)NC(=S)NC3=O)c2C)sc2c1CCCC2	95	30	-4	-3	12	-6	94	-8	3	-0.8	-16
CC(C)(C)c1ccc(C(=O)C2CCCN(Cc3ccon3)C2)cc1 (stereo unspecified)	100	17	-6	1	6	-2	98	-4	-1	0.6	-3
COc1ccc(OP(=O)(Nc2ccccc2)Nc2ccccc2)cc1	96	28	-5	3	4	-7	92	-5	-8	0.9	-3
O=C1c2ccccc2C(=O)N1Cc1nc2ccccc2c(=O)n1-c1ccc(Br)cn1	86	54	-3	3	5	3	53	-12	4	0.9	-7
CC(NCc1cccc(Cl)c1Cl)C(O)c1ccccc1 (stereo unspecified)	103	9	-5	3	25	-8	103	-6	-4	0.9	-7
CC(=NCCN1CCOCC1)c1c(O)n(-c2ccccc2C)c(=O)[nH]c1=O	-2.9*	12	2	1	x	-3	9.2*	-2	-2	0.3	0
CCN(CC)c1ccc(/C=C2/C(=O)NC(=O)N(Cc3ccco3)C2=O)cc1	95	9	14	-23	5	23	89	17	15	-0.7	22
CN1C2CCC1CC(OC(=O)c1ccc(Cl)cc1)C2 (stereo unspecified)	101	21	-6	-3	11	-6	98	-5	-4	-0.8	-5
O=C(NCC(c1cccnc1)N1CCN(c2ccccc2)CC1)Oc1ccccc1 (stereo unspecified)	100	19	-4	1	21	-5	97	0	-2	0.8	-3
O=C(CNC(=O)c1ccc(Br)cc1)Nc1ccc(Br)cc1C(=O)c1ccccc1	101	10	-7	11	6	-8	99	-14	-5	1.7	-7
CC1(C)CSC(=NCc2ccccc2)N1	102	11	-4	6	14	-4	u	-7	-1	0.9	-4
Oc1ccccc1/C=N/NP(=S)(c1ccccc1)c1ccccc1	103	12	-1	2	12	0	u	1	0	-0.2	-1
COc1cccc(C(=O)C2CCCN(C3CCOCC3)C2)c1 (stereo unspecified)	99	16	-2	2	11	-3	103	-7	2	0.2	-4
Cn1nc(-c2ccc(OCC(=O)N3CCN(Cc4ccccc4)CC3)cc2)c2ccccc2c1=O	35*!	29&10	-8&-4	2&8	1&24	-12&-5	42*!	-12&-2	-4&-3	1.0&1.9	-7&-8
O=C(Nc1ccccc1)c1cccn(Cc2ccccc2)c1=O	104	20	-4	12	9	-1	u	-7	-3	1.0	-2
CCc1ccc(CN2CCN(Cc3ccc(SC)cc3)CC2)cc1	103	8	-3	7	12	0	105	-4	-1	0.2	-3
CCC(=O)N1CCN(CCN=Cc2c(O)n(C)c(=O)n(C)c2=O)CC1	104	20	0	0	15	-1	102	0	-2	0.1	1
CCCCn1c(O)c(C(CC)=NCc2ccc3c(c2)OCO3)c(=O)[nH]c1=O	98	6	-1	5	12	0	98	-4	-1	1.3	0
NC(=O)OCCSc1nnc(-c2cccc(C(N)=S)c2)o1	100	16	0	1	4	-11	95	0	-3	0.1	-5
CCCCOP(=O)(OCCCC)/C(C#N)=C(/C)O	100	8	-2	1	12	-5	104	-7	-5	0.2	-5
O=C(O)CSC(=S)N1CC2CC(C1)c1cccc(=O)n1C2 (stereo unspecified)	95	23	2	0	6	0	95	3	-3	-0.3	1
CN1CCN(c2ccc(C(N)=O)cc2[N+](=O)[O-])CC1	112	10	1	2	3	1	107	0	0	0.2	0
O=C(Nc1ccc(F)cc1)N1CC2CC(C1)c1cccc(=O)n1C2 (stereo unspecified)	91	12	1	0	30	-1	93	1	0	0.0	1
COC(=O)C1=CO[C@@H](C)[C@@H]2CN3CC[C@@]4(C(=O)Nc5ccccc54)[C@@H]3C[C@H]12	92	18	1	-1	8	-7	93	0	-3	1.4	-7
Cc1nc2ccccc2c(=O)n1-n1cnnc1	97	51	-8	0	7	-8	95	-12	0	0.1	-1
CCN(c1ccc(C(O)(C(=O)OC)C(F)(F)F)cc1)S(=O)(=O)c1ccc(C)cc1 (stereo unspecified)	105	16	-5	5	7	-1	104	-10	0	1.0	-7
c1ccc2c(c1)CSc1ccccc1C2C1=NCCN1 (stereo unspecified)	101	10	5	7	10	6	102	9	5	0.5	4
O=c1[nH]c(=S)n(Cc2ccc(F)cc2)c(O)c1/C=N/N1CCCCCC1	100	17	-8	-12	9	-13	101	-9	-9	-1.2	-18
Nc1cc(N2CCNCC2)c([N+](=O)[O-])cc1Cl	101	13	-15	0	12	-9	101	0	-8	0.1	-7
O=C1NC(=O)N(c2ccccc2)C(=O)/C1=C\c1ccc2c3c(cccc13)CC2	104	14	-7	-10	6	-6	105	-9	-4	-1.0	-11
Cc1ccc2c(c1)C1CN(C)CCC1N2C(=O)c1ccco1 (stereo unspecified)	107	38	-5	1	8	-6	101	-11	0	0.4	-4
CCOC(=O)c1c(/N=C/c2c(O)n(-c3ccc(F)cc3)c(=S)[nH]c2=O)sc2c1CCCC2	98	8	14	4	32	1	106	11	-16	0.9	-44
O=C(c1cccn2c(=O)c3ccc(Cl)cc3nc12)N1CCC2(CC1)OCCO2	97	20	4	6	13	-2	96	-1	-2	1.3	-2
CCCCn1c(=O)c(C(=O)Nc2cnccn2)c(O)c2ccccc21	102	24	-3	-1	24	-5	101	-9	1	0.0	-7
CC12CCCCC1=NC(c1ccc(Br)cc1)N2O (stereo unspecified)	99	8	0	1	13	-2	103	-1	0	0.2	0

Part of the list above in order of length of the SMILES, high to low:
SMILES	RGS4-Gao reg	GSH fluor	Bim-Bcl-2	ABCG2 block	Avidin bead fluor	Bcl-XL Bim block	RGS7-Gao reg	Bfl-1 Bim block	Bim-Bcl-W	ABCB1 inh	Bcl-B Bim block
COC(=O)C1=CO[C@@H](C)[C@@H]2CN3CC[C@@]4(C(=O)Nc5ccccc54)[C@@H]3C[C@H]12	92	18	1	-1	8	-7	93	0	-3	1.4	-7
Cn1nc(-c2ccc(OCC(=O)N3CCN(Cc4ccccc4)CC3)cc2)c2ccccc2c1=O	35*!	29&10	-8&-4	2&8	1&24	-12&-5	42*!	-12&-2	-4&-3	1.0&1.9	-7&-8
Cc1ccc(C)c(Cn2c(C(=O)O)c(C=O)c3ccccc32)c1	100	13	0	-5	10	-1	102	-3	3	-0.4	0
NC(=O)OCCSc1nnc(-c2cccc(C(N)=S)c2)o1	100	16	0	1	4	-11	95	0	-3	0.1	-5
C1CNC2NCCNC2N1 (stereo unspecified)	99	18	5	0	4	4	98	4	6	-0.1	3

(listing goes on)
SMILES	RGS4-Gao reg	GSH fluor	Bim-Bcl-2	ABCG2 block	Avidin bead fluor	Bcl-XL Bim block	RGS7-Gao reg	Bfl-1 Bim block	Bim-Bcl-W	ABCB1 inh	Bcl-B Bim block
CCSc1nnc(C(N)Cc2ccccc2)o1 (stereo unspecified)	104	18	-2	1	37	-2	103	-1	-1	0.4	-6
C=CCn1c(O)c(C(C)=Nc2cc(OC)ccc2OC)c(=O)[nH]c1=O	101	65	-6	2	6	0	98	-10	1	0.5	-6
CCC(=NCCO)c1c(O)n(C2CCCCC2)c(=O)[nH]c1=O	98	24	-11	5	10	7	99	-14	0	0.6	-8
Nc1ccc(C2(c3ccc(N)cc3)CCCCC2)cc1	94	9	3	-6	13	0	97	-2	0	-1.7	-1
CCCC(C)C1(CC)C(=O)NC(=Nc2ccc(OC)cc2)NC1=O (stereo unspecified)	96	10	0	4	3	-7	100	0	-5	1.0	-6
C=CCOC(=O)C1=C(C)OC(N)=C(C#N)[C@@]12C(=O)N(CC(N)=O)c1ccccc12	98	15	-13	0	8	-5	96	-10	0	1.6	-8
